Assay outcomes as filed in PubChem BioAssay.
GPR151 ag: activators of human GPR151, primary screen, cell-based, PathHunter beta-arrestin, luminescence; G-protein coupled receptor 151 (Homo sapiens), Q8TDV0; PathHunter beta-arrestin GPR151 cells; activation, % at 11.2 µM; 1% of 650,000 active; AID 1508602, 2020; in the data active = activation above about 4.9%;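 also: 0% = median of compound wells and 100% = cells with positive control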
MITF inh: MITF inhibitors, primary screen, biochemical, AlphaScreen, human; Microphthalmia-associated transcription factor (Homo sapiens), O75030; AlphaScreen MITF homodimerization, bead proximity signal; inhibition, % at 2.6 µM; 0.91% of 650,000 active; AID 1259374, 2018; in the data active = inhibition above about 50%;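 also: 0% = vehicle wells with protein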
FBW7 act: FBW7 E3 ligase activators, primary screen, biochemical, AlphaScreen, human | AlphaScreen FBW7–phospho-cyclin E peptide binding, activator screen | F-box/WD repeat-containing protein 7 (Homo sapiens), Q969H0 | 0.13% of 650,000 active | normalized activity (activation), % at 26.1 µM | AID 1259310, 2017; in the data active = normalized activity above about 1.9%;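 also: purified mutant Fbw7 with reduced substrate affinity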
Target sequence (Q969H0 whole entry, looked up): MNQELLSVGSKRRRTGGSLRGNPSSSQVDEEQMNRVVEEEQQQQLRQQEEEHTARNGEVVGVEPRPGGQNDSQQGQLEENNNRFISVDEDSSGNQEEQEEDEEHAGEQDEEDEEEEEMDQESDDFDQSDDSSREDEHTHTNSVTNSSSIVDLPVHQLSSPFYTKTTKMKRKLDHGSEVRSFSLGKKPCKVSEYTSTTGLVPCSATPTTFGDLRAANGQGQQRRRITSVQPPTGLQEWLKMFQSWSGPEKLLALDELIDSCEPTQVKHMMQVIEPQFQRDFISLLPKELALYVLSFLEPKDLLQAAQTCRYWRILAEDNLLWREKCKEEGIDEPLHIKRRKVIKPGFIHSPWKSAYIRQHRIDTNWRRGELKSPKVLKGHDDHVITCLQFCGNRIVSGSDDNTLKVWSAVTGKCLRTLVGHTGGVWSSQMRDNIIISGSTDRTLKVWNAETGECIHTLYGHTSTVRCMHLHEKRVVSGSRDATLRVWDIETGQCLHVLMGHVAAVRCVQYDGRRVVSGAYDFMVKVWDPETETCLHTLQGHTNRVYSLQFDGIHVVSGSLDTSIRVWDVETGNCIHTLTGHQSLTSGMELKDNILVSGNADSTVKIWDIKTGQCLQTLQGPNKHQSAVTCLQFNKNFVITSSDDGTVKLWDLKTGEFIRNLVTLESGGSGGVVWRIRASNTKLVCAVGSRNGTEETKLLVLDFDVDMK
TEAD-YAP block: TEAD-YAP interaction inhibition, primary screen, TEAD-YAP interaction inhibitor project, luminescence, HEK-TIYL cells | TEAD-Gal4/YAP UAS-luciferase luminescence | inhibition, % at 9.12 µM | 1.4% of 640,000 active; in the data active = inhibition above about 32%;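 also: 0% = median of test compound wells and 100% = reference inhibitor wells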
* hit, by the source's call.

item	molecule	GPR151 ag	MITF inh	FBW7 act	TEAD-YAP block
1	COc1ccc(/C(O)=C2/C(=O)C(=O)N(C)C2c2ccccc2F)cc1 (stereo not drawn)	-2.3	-2.7	0.7	5.8
2	CCOC(=O)N1CCN(C(=O)c2c[nH]c3ccc(S(=O)(=O)N(C)c4ccccc4C)cc3c2=O)CC1	-1.0	11.2	0.6	6.0
3	CC(O)c1nc2ccccc2n1CCCc1ccccc1 (stereo not drawn)	-2.8	-8.4	0.0	-1.9
4	CC1=CN2C(=N)/C(=C/c3cc(C)n(-c4ccc(F)cc4)c3C)C(=O)N=C2S1	1.0	8.5	-0.1	-6.1
5	COc1ccc(-n2nc3c(c2NC(=O)c2cc(OC)c(OC)c(OC)c2)CS(=O)(=O)C3)cc1	-0.8	12.5	0.7	1.8
6	CS(=O)(=O)Nc1cc(Cl)ccc1Oc1ccccc1	0.4	9.4	0.1	10.8
7	O=S(=O)(c1ccc(NCCCn2ccnc2)nc1)N1CCCC1	2.8	-1.0	-0.4	6.3
8	COc1cc2cc3c(N)c(C(=O)N4CC(=O)Nc5ccccc54)sc3nc2cc1OC	1.4	-1.4	-0.1	11.9
9	Cc1ccc2c(c1)N(C(=O)NC13CC4CC(CC(C4)C1)C3)CC(C)O2 (stereo not drawn)	0.6	10.8	0.1	6.4
10	O=C(Cn1c(NCCO)nc2ccccc21)N1CCC(Cc2ccccc2)CC1	-0.6	-14.5	0.0	4.7
11	COC(=O)Cn1nc(C)c2sc3ccccc3c2c1=O	-0.5	10.3	0.1	-9.3
12	C=CCOC(=O)C1=C(C)NC2=C(C(=O)CCC2)C1c1ccc(C(=O)OC)cc1 (stereo not drawn)	-0.8	-14.7	0.4	-0.1
13	O=C(Nc1ccc(Cl)cc1)Nc1ccc(-c2ccc([N+](=O)[O-])cc2)cc1	2.4	-4.3	-0.1	-36.9
14	Cc1cc(Cl)ccc1NC(=O)CN(c1ccccc1F)S(C)(=O)=O	-0.3	-2.5	-0.2	-6.3
15	CCOC(=O)C1=CN(c2ccc(OCC)cc2)C=C(C(=O)OCC)C1c1ccccc1OC	1.7	-7.5	0.2	4.3
16	COc1ccc(Oc2ccc(Cl)cc2N)cc1	4.4	2.6	0.1	-0.3
17	COc1ccc(OCCOc2ccc(/C=C3/C(=N)N4N=C(c5ccccc5C)SC4=NC3=O)cc2OC)cc1	-0.8	-1.5	-0.2	-3.7
18	N#Cc1ccc(NC(=O)Cn2cnnn2)cc1	-0.9	7.2	-0.1	-0.1
19	CN(C)c1ccc(/C=N/N2C(=O)C3C4C=CC(C5CC45)C3C2=O)cc1Br (stereo not drawn)	-1.3	1.3	-0.2	1.0
20	CCOC(=O)CC(=O)CSc1ccc2nnc(-c3ccc(OC)c(OC)c3)n2n1	3.7	5.5	0.0	-3.8
21	CS(=O)(=O)N1CCc2cc(N3CCN(Cc4ccccc4-c4ccccc4)C3=O)ccc21	2.6	12.2	0.0	4.5
22	Cc1cnc(-c2c(C)noc2C)nc1NCCN1CCOCC1	0.7	-3.5	0.1	-6.2
23	COc1ccc(CN2CCNC(=O)C2CC(=O)N(C)CCCN2CCOCC2)cc1C (stereo not drawn)	0.9	-0.5	-0.1	-1.8
24	Cc1cccc(OC(=O)c2cncc(Br)c2)c1	0.2	10.7	-0.1	2.6
25	COC(=O)C1=C(C(=O)OC)SC(=C2C(=S)C(C)(C)N(C(=O)Cc3ccccc3)c3ccc(OC)cc32)S1	-0.4	12.4	0.0	6.8
26	O=C(Nc1cccc(Cl)c1Cl)c1nn2c(c1Cl)NC(c1cccs1)CC2C(F)(F)F (stereo not drawn)	-1.0	5.9	0.1	2.1
27	Cc1cc(OCC(=O)NN)ccc1Cl	0.3	-7.7	0.1	-1.1
28	CN1CCCc2cc(C(CNC(=O)c3ccc(Cl)cc3)N(C)C)ccc21 (stereo not drawn)	-0.8	3.2	-0.1	-3.3
29	CCC1Oc2ccc(C)cc2NC1=S (stereo not drawn)	-1.4	-0.4	0.5	-9.5
30	CCOc1ccc(-c2cn(-c3ccc(C)cc3)c(SCC(=O)NCC3CCCO3)n2)cc1 (stereo not drawn)	-0.9	7.6	-0.1	-6.3
31	Cc1ccc(NS(=O)(=O)c2ccc([N+](=O)[O-])cc2)cc1C	1.2	19.8	0.3	4.7
32	CC(=O)Nc1ccc(Nc2ncnc3c2nc(N2CCN(c4ccccn4)CC2)n3C(C)C)cc1	0.3	11.9	0.1	-3.0
33	CC(=O)Nc1ccc(-c2nc3c(Cl)c([N+](=O)[O-])ccc3[nH]2)cc1	1.0	9.3	0.1	9.0
34	O=C(CN1C(=O)/C(=C/c2ccccc2F)Sc2ccccc21)NC1CCCC1	-1.7	-9.1	0.8	-15.9
35	CC(=O)N(C)Cc1ccc(C(=O)CCl)cc1	-0.3	26.9	1.1	23.4
36	CCOc1cc(C2NC(=S)NC(C)=C2C(=O)NCc2ccccc2)ccc1OC (stereo not drawn)	-0.8	6.9	-0.2	4.3
37	Nc1c(C(=O)Nc2ccccc2)cc(Br)c2c1C(=O)c1ccccc1C2=O	-0.2	-12.7	0.1	-3.9
38	Cc1nn(C)c(C)c1-c1nc2ccc(C(=O)Nc3ccccc3)cc2s1	0.6	-1.9	0.0	-27.7
39	O=C(NCc1ccco1)c1cc2cc(Br)cc(Br)c2oc1=Nc1cccc2nonc12	-1.7	-2.8	0.1	-23.2
40	Cc1ccccc1-n1nc([N+](=O)[O-])c(N2CCN(C3CCCCC3)CC2)[n+]1[O-]	-0.5	15.4	0.0	1.8
41	O=C1C2C3c4ccccc4C([N+](=O)[O-])(c4ccccc43)C2C(=O)N1Cc1ccco1 (stereo not drawn)	0.9	14.4	0.1	-9.3
42	COc1ccccc1C(=O)N/N=C/c1ccc(O)cc1O	-1.2	23.2	-0.6	-16.2
43	CCOC(=O)c1ccc(NC(=O)c2cc(C(=O)OC)cc([N+](=O)[O-])c2)cc1	2.2	-11.4	-0.2	-1.2
44	Cc1ccc(Cn2c(C(=O)O)c(CNCCN(CC(C)C)CC(C)C)c3ccccc32)cc1	2.1	8.7	0.5	9.2
45	CC(=O)Oc1ccc(/C=C2/N=C(c3cc([N+](=O)[O-])ccc3Cl)OC2=O)cc1	0.0	4.8	0.0	12.3
46	CC(C(=O)O)N1C(=O)c2ccccc2C1=O (stereo not drawn)	0.3	9.2	0.0	-0.4
47	O=c1c2ccccc2nc2nc(Nc3ccccc3)ccn12	-0.8	15.8	0.2	7.7
48	CCOc1ccc(-n2cc(C(=O)NCCC3=CCCCC3)c3cc(OC)c(OC)cc3c2=O)cc1	0.2	0.3	-0.1	1.6
49	O=C(c1cc(Cl)ccc1[N+](=O)[O-])N1CCCc2ccccc21	1.1	13.6	-0.3	10.8
50	O=C(NN=C1CCCCC1)c1ccc(C(=O)NN=C2CCCCC2)cc1	0.9	-7.6	-0.1	0.2

Next section
item	molecule	GPR151 ag	MITF inh	FBW7 act	TEAD-YAP block
51	CCOc1ccc(NC(=O)C2=C(C)NC(=O)NC2c2cccc([N+](=O)[O-])c2)cc1 (stereo not drawn)	1.9	-1.2	0.0	13.9
52	CC(=O)n1c2c(c3ccccc31)OC(N)=C(C#N)C2c1ccc(Br)cc1 (stereo not drawn)	-0.9	-2.0	-0.2	0.1
53	CCOc1ccc(Nc2nc(Cl)nc(NCCN3CCOCC3)n2)cc1	-0.5	-2.9	0.0	7.9
54	COc1ccc(C(=O)COC(=O)CSc2nnc(N)s2)cc1	-1.1	-17.2	0.2	6.3
55	Cc1cccc(NC(=O)CSc2c[nH]c3ccccc23)c1	0.9	5.6	0.0	3.2
56	COc1ccc(N(C(C)C(=O)NCCSc2ccc(C)cc2)S(C)(=O)=O)cc1 (stereo not drawn)	0.0	-2.9	-0.1	9.0
57	CN1C(=O)[C@H]2CN(C(=O)c3cccc(Cl)c3)CCN2C(=O)[C@@H]1CO	-0.2	9.9	0.1	-2.6
58	FC(F)(F)c1ccc(Cn2cnc3c(NCc4ccccc4)nc(-c4csc5ccccc45)nc32)cc1	0.7	17.5	0.4	-2.8
59	NC(=O)c1nc(-c2ccc(-c3ccccc3)cc2)nc2c1[nH]c(=O)n2CC1CCCO1 (stereo not drawn)	0.2	-0.3	-0.2	-3.4
60	COc1cccc(/C=N/n2c(-c3ccco3)n[nH]c2=S)c1	0.1	2.6	0.0	7.2
61	COc1cccc(/C=N/NC(=O)C(C)Nc2ccc(C)cc2)c1O (stereo not drawn)	11.8*	8.6	-0.2	17.1
62	O=c1oc2ccc([N+](=O)[O-])cc2cc1-c1csc(Nc2ccc(Cl)cc2Cl)n1	-1.5	2.5	-0.1	-6.4
63	CC(C)OCCCNC(=O)C(=O)Nc1cccc(C(F)(F)F)c1	-0.2	-0.8	0.0	-6.0
64	CCNc1nc(NCC)n2c(SCC(=O)Nc3cccc(Cl)c3Cl)nnc2n1	0.5	-1.4	-0.1	-6.4
65	COc1ccc(N2C(=O)C3C4C=CC(C4)C3C2=O)c([N+](=O)[O-])c1 (stereo not drawn)	-1.1	1.8	0.2	-1.7
66	COc1ccc(CCN2C(=O)C3C(C(=O)Nc4ccc(C(C)C)cc4)C4C=CC3(O4)C2C(=O)NC2CCCCC2C)cc1OC (stereo not drawn)	-0.2	0.1	0.0	-2.4
67	Cc1ccc2nc(C)c(C(=O)NC(C)C)n2c1	-0.7	21.8	1.9*	2.5
68	COCCCn1c(C23CC4CC(CC(C4)C2)C3)n[nH]c1=S	-0.7	-6.2	-0.3	10.8
69	C/C(CC(=O)Nc1cccc([N+](=O)[O-])c1)=N\NC(=O)C(=O)NCCO	-0.1	4.2	-0.2	-3.6
70	CC(Cl)C(=O)Nc1nnc(-c2ccccc2Cl)s1 (stereo not drawn)	0.5	-9.3	-0.1	-20.4
71	COc1cccc(COC(=O)Nc2ccc(-c3cn[nH]c3)cc2OCCN(C)C)c1	0.4	14.5	0.6	-11.2
72	CCCc1nc2ccccc2n1CC(O)COc1ccc(NC(C)=O)cc1 (stereo not drawn)	-0.5	-1.4	0.2	-9.8
73	CN(C(=O)CC1C(=O)NCCN1Cc1cccc(F)c1F)C1CCOCC1 (stereo not drawn)	0.6	4.2	0.1	12.2
74	CC[C@H](C)[C@@H]1NC(=O)[C@H]2CN(C(=O)NC3CCCCC3)CCN2C1=O	2.2	73.5*	-0.5	-0.4
75	COc1cc(-c2nnc(SCC(=O)Nc3ccc(C(N)=O)cc3)o2)cc(OC)c1OC	1.0	-0.2	0.1	10.7
76	COc1ccc(S(=O)(=O)N(CCCO)Cc2cc3cc(C)c(C)cc3[nH]c2=O)cc1	0.3	2.6	-0.1	14.2
77	O=C(COc1ncnc2cc([N+](=O)[O-])ccc12)NC(=O)NC1CCCCC1	2.0	16.4	0.0	13.5
78	Cc1cc(N)n(-c2nc(-c3cccnc3)nc3ccccc23)n1	-0.5	19.4	0.1	4.3
79	CC(C)(C)c1ccc(C(=O)Nc2ccc(S(=O)(=O)Nc3nccs3)cc2)cc1	0.7	-4.7	-0.1	-5.9
80	Cc1csc(NC(=O)CN2CCC(c3nc(-c4cccnc4)n[nH]3)CC2)n1	-0.7	7.0	0.0	-5.0
81	COc1ccc(NC(=O)CCCOc2ccccc2)cc1Cl	-0.1	14.0	0.3	-2.4
82	Cc1nc(N(C)c2ccc(C(C)C)cc2)c2c(C)c(C(=O)O)sc2n1	0.4	9.9	0.0	5.3
83	CCOC(=O)c1sc2nc(SCC(=O)Nc3cccc(C(F)(F)F)c3)n(Cc3ccccc3Cl)c(=O)c2c1C	-1.1	-12.9	0.2	0.6
84	NNC(=O)c1ccc(CSc2nc3ccccc3[nH]2)cc1	1.3	2.3	0.1	-3.4
85	O=C(c1nc2sccn2c1CN1CCCCC1c1nccs1)N1CCCCC1 (stereo not drawn)	-1.9	5.2	0.0	17.2

Entries shown so far that have a COOH group, in the order listed:
item	molecule	GPR151 ag	MITF inh	FBW7 act	TEAD-YAP block
44	Cc1ccc(Cn2c(C(=O)O)c(CNCCN(CC(C)C)CC(C)C)c3ccccc32)cc1	2.1	8.7	0.5	9.2
46	CC(C(=O)O)N1C(=O)c2ccccc2C1=O (stereo not drawn)	0.3	9.2	0.0	-0.4
82	Cc1nc(N(C)c2ccc(C(C)C)cc2)c2c(C)c(C(=O)O)sc2n1	0.4	9.9	0.0	5.3
